MgcRacGAP inhibition – MgcRacGAP GTPase-activating activity inhibitors, confirmation, biochemical, ADP Hunter fluorescence | one-dose inhibition, % at 30 µM; IC50 in µM for titrated hits | MgcRacGAP-stimulated Rac1 GTP hydrolysis, ADP Hunter fluorescence; higher % means a stronger effect; GST-tagged Rac1 F28L mutant substrate | actives 0.6% (n = 340,000);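 active means first-screen hits whose inhibition reached a set limit at any dose in the follow-up dose series; inconclusive means inhibition above the set first-screen limit but never retested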;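 further: fluorescence reports GDP produced by GAP-driven GTP hydrolysis; strong numbers were not always called active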
RSV antiviral HEp-2 – inhibition of RSV-induced cytopathic effect – HEp-2 cells, primary 10 µM value included (AID 2391); HEp-2 cells, RSV-induced CPE inhibition; higher % means a stronger effect; actives 0.13% (n = 310,000); one-dose CPE inhibition, % at 10 µM; IC50 in µM for titrated hits; in the data active means a potency from the dose series; inconclusive means CPE inhibition mostly from about 23% at the one dose, without a potency; inactive means the rest, 99 in 100 with CPE inhibition below about 21%; further: strong numbers were not always called active
LYP phosphatase – inhibitors of LYP phosphatase, biochemical, fluorescence intensity, uHTS (AID 1779); recombinant LYP phosphatase, fluorescence intensity; higher % means a stronger effect; one-dose inhibition, % at 11.5 µM; IC50 in µM for titrated hits; actives 0.054% (n = 290,000); in the data active means inhibition above about 50%;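 further: plate controls were vehicle with enzyme for no effect and no enzyme for full effect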
Large T inhibition – TAg ATPase/helicase activity blockers – biochemical (AID 1903). SV40 large T antigen ATPase/helicase inhibition assay; higher % means a stronger effect. inhibition, % at 20 µM, or IC50 in µM where a hit was titrated. actives 0.39% (n = 310,000); in the data active means a potency from the dose series; inconclusive means inhibition mostly from about 32% at the one dose, without a potency; inactive means the rest, 99 in 100 with inhibition below about 32%; further: strong numbers were not always called active
CSM14.1 death rescue – protection against thapsigargin-triggered cell killing – 384-well, CSM14.1, ATP luminescence, primary screen (AID 1222); cellular ATP content (survival), % at 20 µM, or EC50 in µM where a hit was titrated; CSM14.1 thapsigargin-induced death rescue, ATP luminescence; higher % means a stronger effect; 190,000 tested, under 10 active;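 active means EC50 below 50 µM in the dose-response confirmation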;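 further: death triggered by thapsigargin at about 15 µM added after 2 h compound pretreatment; cell ATP read after overnight thapsigargin exposure of roughly 18 to 22 hours; normalized against plate controls of thapsigargin alone and 5% DMSO vehicle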
Salmonella PhoP GFP – inhibitors of PhoP regulon expression, primary screen, Salmonella Typhimurium, GFP reporter (AID 1863); S. Typhimurium PhoP-regulated promoter GFP reporter, 4 h; higher % means a stronger effect; inhibition, % at 50 µM, or IC50 in µM where a hit was titrated; actives 0.16% (n = 300,000);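 active means inhibition over 29.93%, a cutoff 3 SD above the screen mean, later confirmed by dose response; inconclusive means inhibition over 29.93% but no dose response follow-up; inactive means inhibition at most 29.93% or unconfirmed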;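 further: 0% = low Mg2+ inducing control and 100% = high Mg2+ repressing control; strong numbers were not always called active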
Dengue-2 NS5 capping – Dengue-2 NS5 methyltransferase inhibitors, primary screen, biochemical, confirmation dose response (AID 588689) | Dengue-2 NS5 methyltransferase capping enzyme assay, biochemical; higher % means a stronger effect | one-dose inhibition, % at 25 µM; IC50 in µM for titrated hits | actives 0.3% (n = 340,000); in the data active means a potency from the dose series; inconclusive means inhibition above about 29% without an active follow-up result
West Nile virus CPE – West Nile virus antiviral activity, cell-based, CPE readout (AID 1621) | West Nile virus-infected cells, CPE inhibition; higher % means a stronger effect | one-dose CPE inhibition, % at 10 µM; IC50 in µM for titrated hits | actives 0.02% (n = 290,000); in the data active means a potency from the dose series; inconclusive means CPE inhibition mostly from about 3.7% at the one dose, without a potency; inactive means the rest, 99 in 100 with CPE inhibition below about 2.2%; further: strong numbers were not always called active
GPR35 antagonists – inhibition of zaprinast-stimulated GPR35 beta-arrestin translocation – imaging, U2OS, beta-arrestin-GFP, zaprinast agonist, primary screen (AID 2058) | U2OS GPR35 beta-arrestin-GFP translocation imaging, zaprinast antagonism; higher % means a stronger effect | actives 0.052% (n = 290,000) | one-dose inhibition, % at 10 µM; IC50 in µM for titrated hits;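 active means inhibition of at least 50% with at least 30 cells and total cytoplasm GFP at most 10,000,000; inconclusive means under 30 cells or total GFP of 10,000,000 plus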
Dengue-2 NS5 capping pilot replicate – further read-out of Dengue-2 NS5 capping, marked with its call; inhibition, %; measured here: pilot screen replicate inhibition
The depositor's hits bear a star; ? = inconclusive; · = not tested or not shown.

SMILES	MgcRacGAP inhibition	RSV antiviral HEp-2	LYP phosphatase	Large T inhibition	CSM14.1 death rescue	Salmonella PhoP GFP	Dengue-2 NS5 capping	West Nile virus CPE	GPR35 antagonists	others
O=C(NCCC1CCCCN1S(=O)(=O)c1ccc(F)cc1)C(=O)NC1CCCC1 (centres undefined)	9%	2.8%	·	9%	·	2%	-9%	·	·
COc1ccc(N/C=C(\C2OC(=O)c3ccccc32)[N+](=O)[O-])cc1 (centres undefined)	-8%	2.5%	-1%	8%	-1.3%	-2%	-4%	-0.4%	-15%
NC(=O)C1CCN(Cc2nc3cc(C(F)(F)F)ccc3c(=O)[nH]2)CC1	13%	1.8%	-6%	9%	·	-3%	-9%	-0.1%	2%
COc1ccccc1CC(=O)Nc1ccc2[nH]ncc2c1	-19%	0.3%	-9%	3%	·	-4%	-7%	-0.5%	-1%	Dengue-2 NS5 capping pilot replicate=1.5
CCOC(=O)c1[nH]c2ccc(Cl)cc2c1NC(=O)c1nonc1C	-1%	1.4%	-1%	14%	-0.9%	-1%	8%	-0.1%	-10%	Dengue-2 NS5 capping pilot replicate=1.2
O=C(NCc1ccco1)C1CCN(C(=O)c2ccc([N+](=O)[O-])cc2)CC1	9%	-0.1%	-8%	7%	·	1%	-5%	0.4%	7%
Cc1ccc(CNc2nc3ccc(C)cc3n3cnnc23)cc1	3%	4.9%	-10%	0%	0.0%	-5%	4%	-0.1%	9%
O=C(NC(=S)Nc1ccc2[nH]c(=O)[nH]c2c1)c1ccccc1F	11%	3.2%	-2%	14%	·	-3%	-2%	0.3%	1%
CC(=O)Nc1cccc(C(=O)/C=C/c2ccc[nH]2)c1	7%	0.1%	0%	11%	·	-3%	-9%	-0.4%	0%
CCCn1c(=O)c2[nH]c(-c3ccc(S(=O)(=O)O)cc3)nc2n(CCC)c1=O	6%	2.8%	·	23%	·	-1%	-7%	·	·
Nc1ccc2nc(-c3ccccc3)cnc2c1	5%	14%	·	12%	·	·	?	·	·
O=C(CN1CCC(C(=O)c2ccc3c(c2)OCCO3)CC1)NC1CCCC1	7%	-0.8%	-5%	11%	1.6%	-2%	-5%	-0.2%	12%
O=C(NCCSCc1ccco1)c1ccc(=O)[nH]c1	2%	1.1%	-2%	12%	·	-5%	6%	-0.6%	26%
COc1ccccc1NC(=O)C(=O)NNC(=O)c1ccco1	3%	1.0%	-5%	1%	-1.0%	-8%	2%	0.1%	2%
CC(C)Cn1c2c(c(O)c(C(=O)Nc3nccs3)c1=O)CCCC2	0%	9.0%	-1%	4%	-0.6%	6%	1%	·	4%
Cc1ccc(-c2c[n+](CC(=O)Nc3ccc(C)cc3C)c3n2CCC3)cc1	4%	0.3%	-9%	7%	·	1%	-1%	1.1%	-12%
COc1ccc(/C=N/NC(=O)c2cccc(NC(=O)c3ccccc3Cl)c2)c(OC)c1	0%	1.4%	1%	1%	-0.2%	-7%	-1%	-0.4%	4%
Cc1c(C(=O)NCCCN2CCOCC2)oc2ccc(S(=O)(=O)N3CCOCC3)cc12	-7%	0.2%	-1%	1%	-12%	-2%	-5%	-0.4%	-16%
COC(=O)c1ccc2c(=O)n(CCN3CCOCC3)c(SCC(=O)C(C)(C)C)nc2c1	8%	-0.1%	-11%	1%	-3.2%	31%	-4%	-0.3%	-2%
CC(NC(=O)COc1ccc(S(=O)(=O)N2CCCC2)cc1)c1ccccc1 (centres undefined)	3%	0.9%	1%	24%	·	-6%	-2%	0.0%	11%
CC(Sc1nnnn1C)C(=O)Nc1ccc2c(c1)OCCO2 (centres undefined)	0%	-0.1%	-7%	-4%	-1.4%	4%	-2%	0.0%	13%
COc1ccc(-c2cc(C(=O)Nc3c(C)nn(Cc4ccc(Cl)cc4)c3C)no2)cc1	8%	3.1%	-10%	7%	-0.1%	-5%	-3%	2.8%	6%
COc1ccc(CNc2cc(C)ccc2C)c(OC)c1OC	14%	1.1%	-3%	0%	-0.9%	4%	-2%	-0.1%	18%
O=C(c1cccc(OC2CCN(Cc3cc(F)cc(F)c3)CC2)c1)N1CCCC1	-8%	0.8%	-7%	10%	·	-6%	-3%	-0.5%	17%
COc1cc2cc(CN(Cc3cccnc3)C(=O)NCc3ccccc3)c(=O)[nH]c2cc1OC	8%	0.6%	-16%	23%	1.3%	15%	2%	0.2%	-6%
Cc1ccnc(Nc2nc(-c3ccc(Cl)cc3)cs2)c1	4%	9.8%	-3%	-7%	·	2%	-6%	-1.9%	10%	Dengue-2 NS5 capping pilot replicate=-3.4
CC(=O)c1cccc(N(C(=O)c2ccco2)C(C(=O)NC2CCCC2)c2ccncc2)c1 (centres undefined)	2%	-1.2%	-1%	12%	0.9%	1%	-3%	0.2%	-6%
CC(=O)NC(C)c1nc2ccccc2n1C(C)C (centres undefined)	-5%	2.0%	-6%	2%	·	5%	-3%	1.3%	-10%
CC1CCCN1CC#CC(O)(c1ccccc1)c1ccccc1 (centres undefined)	·	-0.2%	-11%	34%	·	2%	·	-0.1%	-1%
CN(CC(=O)NCCc1ccc(S(N)(=O)=O)cc1)Cc1ccc(Cl)cc1Cl	1%	3.4%	-4%	4%	·	3%	-4%	-0.4%	11%
NNC(=O)C1SCCN1S(=O)(=O)c1ccc(Cl)cc1 (centres undefined)	15%	1.3%	·	6%	·	·	7%	·	·
Cc1cc(Cl)ccc1NC(=S)N1CCN(C(=O)c2ccco2)CC1	6%	5.7%	-8%	8%	·	-2%	-3%	0.1%	14%
O=C(CCn1c(=O)[nH]c2ccccc2c1=O)N1CC=C(c2ccccc2)CC1	12%	0.8%	-5%	-5%	-0.6%	-4%	4%	0.1%	-3%
Cc1cc(NC(=O)C(=O)NCc2cccc(Cl)c2)no1	6%	·	-1%	3%	·	-5%	5%	-0.1%	9%
OCC1CCCN(C(=S)NCCc2ccccc2)C1 (centres undefined)	3%	3.2%	-7%	0%	-0.6%	9%	-10%	0.4%	18%
Cc1cc(C(=O)NNC(=O)c2ccc(Cl)cc2)no1	16%	3.0%	-10%	11%	·	1%	16%	0.0%	8%

Overlap with the part before: 2 entries, followed by the next part.
SMILES	MgcRacGAP inhibition	RSV antiviral HEp-2	LYP phosphatase	Large T inhibition	CSM14.1 death rescue	Salmonella PhoP GFP	Dengue-2 NS5 capping	West Nile virus CPE	GPR35 antagonists	others
OCC1CCCN(C(=S)NCCc2ccccc2)C1 (centres undefined)	3%	3.2%	-7%	0%	-0.6%	9%	-10%	0.4%	18%
Cc1cc(C(=O)NNC(=O)c2ccc(Cl)cc2)no1	16%	3.0%	-10%	11%	·	1%	16%	0.0%	8%
COc1ccc(-c2nc(C#N)c(NCC3CCCO3)o2)cc1 (centres undefined)	7%	0.1%	-12%	15%	-0.4%	-4%	2%	-0.2%	4%
CC(=O)c1cn(CC(=O)Nc2c(C)cccc2C)c2ccccc12	9%	-1.1%	-6%	2%	-0.5%	2%	-5%	0.5%	13%
COc1ccc(NC(=O)Nc2ccc(C(=O)N3CCOCC3)cc2)c(OC)c1	11%	3.0%	-8%	5%	-0.5%	-5%	-3%	0.0%	3%
CC(C)(C)NC(=O)C(OC(=O)c1ccco1)c1ccc(Cl)cc1 (centres undefined)	9%	0.8%	-6%	11%	·	0%	-7%	-0.9%	4%
CCN1CCN(CCCN(Cc2cccs2)C(=S)Nc2ccccc2C)CC1	4%	-2.4%	-2%	10%	-0.1%	3%	1%	-0.3%	0%
COc1cccc(OC)c1NC(=O)c1nc2c(nnn2Cc2ccccc2Cl)c(=O)[nH]1	5%	5.0%	-3%	20%	1.1%	-5%	-4%	1.4%	14%
O=C(Nc1ccc2cccnc2c1)c1ccc(Br)cc1	9%	1.2%	-6%	1%	·	-4%	-2%	0.0%	-2%
COc1ccc(NC(=O)c2ccc(N(C)S(C)(=O)=O)cc2)cc1OC	9%	-0.3%	-2%	5%	1.1%	14%	3%	0.2%	2%
O=C(O)CCCCCn1c(SCC(=O)c2ccc(O)c(O)c2)nc2ccsc2c1=O	?	0.9%	0%	?	-2.3%	10%	1%	0.3%	-6%
COc1cccc(Oc2ncnc(N)c2[N+](=O)[O-])c1	5%	-0.5%	-5%	8%	·	7%	-1%	0.3%	-15%
COc1ccc(CNC(=O)[C@H](C)NC(=O)C2CCN(C(=O)[C@@H](N)Cc3ccccc3)CC2)cc1	3%	0.2%	-7%	16%	·	2%	-4%	0.8%	-15%
Cc1ccc(-c2nc3ccc(C(=O)O)cc3nc2-c2ccc(C)cc2)cc1	6%	42%	0%	3%	-0.7%	-6%	55µM*	0.5%	-18%
C/C(NCc1cccnc1)=C(\C#N)C(=O)NCc1ccccc1	12%	0.1%	-7%	-2%	0.3%	-3%	-2%	-0.2%	3%
CCSc1nnc(-c2cccs2)o1	12%	2.8%	1%	-5%	·	3%	-7%	0.7%	-2%
COCCCn1c(SCC(=O)NC(C)(C)C)nnc1-c1cccs1	10%	-0.3%	-7%	2%	·	-6%	-4%	-0.3%	7%
O=C(O)C1Cc2ccccc2CN1C(=O)c1ccco1 (centres undefined)	4%	-0.1%	-7%	20%	·	-4%	2%	-0.2%	-5%
CCN1CCN(C(=O)c2cc(=O)c3cc(C)ccc3o2)CC1	9%	1.3%	1%	12%	·	-11%	-1%	0.4%	-15%
O=C(COc1ccc(Br)cc1Cl)c1ccc[nH]1	1%	-3.3%	6%	1%	·	9%	-5%	-1.2%	-2%
COc1ccc(OCC(=O)NCC(c2ccc(OC)cc2)N2CCCCC2)cc1 (centres undefined)	9%	0.5%	-10%	7%	·	-4%	4%	-0.9%	-12%
O=c1ccc(Cc2ccccn2)n[nH]1	3%	0.6%	-11%	18%	-3.5%	21%	0%	-0.2%	-5%
O=C(Nc1ccc(Br)cn1)c1ccc([N+](=O)[O-])cc1Cl	7%	4.0%	-7%	6%	-2.9%	-9%	-4%	-1.0%	2%
N=c1sccn1CC(=O)Nc1ccc(S(=O)(=O)N2CCOCC2)cc1	8%	2.6%	-2%	3%	-0.5%	15%	-17%	0.3%	-8%
NC(=O)CSc1nnc(-c2ccncc2)n1CCc1ccccc1	1%	0.5%	-2%	3%	-1.5%	3%	-2%	0.1%	17%
CC(=O)c1cnc(Nc2cccc(Cl)c2Cl)s1	6%	6.4%	-4%	-1%	1.1%	6%	-8%	-0.9%	-2%
CCCc1ccc(S(=O)(=O)NCc2nnc(SC)n2C)cc1	7%	0.9%	-7%	5%	·	2%	2%	-0.4%	-15%
O=C(N[C@@H](Cc1c[nH]c2ccccc12)C(=O)O)c1ccccc1Cl	7%	0.0%	-3%	0%	-0.7%	20%	0%	0.7%	-13%
O=C(CSc1ccc(-c2ccc(F)cc2)nn1)NCCc1ccccc1	1%	1.1%	-3%	2%	·	6%	1%	-0.6%	-1%
